Screens (PubChem BioAssay)
Autophagy mod = autophagy modulation, high-content screen; MEF GFP-LC3 puncta imaging; test concentration mostly 10 µM; calls only at 10 µM (by protocol); actives 0.98% (n = 190,000); AID 463193;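 active = percentage of spot-positive cells more than 3 SD above its plate mean, without a fluorescence outlier flag or 80% toxicity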;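 note: spot-positive cell cutoff set from DMSO-treated cells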
Ins promoter up = MIN6 insulin promoter up-regulation; MIN6 insulin promoter-GFP reporter, high-content imaging; stronger effect = higher value; z-score at 5 µM; actives 0.3% (n = 190,000); AID 1625;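 active = z-score above 3 at 5 µM with at least 500 cells counted in the well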
PhoP inhibition = inhibitors of PhoP regulon expression, primary screen, Salmonella Typhimurium, GFP reporter (AID 1863); one-dose inhibition, % at 50 µM; IC50 in µM for titrated hits; actives 0.16% (n = 300,000); S. Typhimurium PhoP-regulated promoter GFP reporter, 4 h; higher % means a stronger effect;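 active = inhibition over 29.93%, a cutoff 3 SD above the screen mean, later confirmed by dose response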;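 note: 0% = low Mg2+ inducing control and 100% = high Mg2+ repressing control; strong numbers were not always called active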
Hep lipid drop = modulators of hepatic lipid droplet formation; AML12 mouse hepatocytes, oleate lipid droplets, BODIPY imaging; inhibition, % at 6.5 µM; actives 0.4% (n = 240,000); AID 1656;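 active = lipid droplet intensity inhibited by at least 50%, with more than 500 cells counted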
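Test system: AML12 mouse liver cells; schedule: overnight exposure; technique: high-content imaging of BODIPY-stained droplets and DAPI nuclei; read-out: % inhibition of corrected integrated BODIPY droplet signal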
b-catenin transl = modulators of beta-catenin nuclear translocation | HeLa beta-catenin nuclear translocation, immunofluorescence imaging | nuclear translocation activity, % at 5 µM | actives 0.3% (n = 190,000);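 active = nuclear translocation activity above 50% at 5 µM, with a well cell count of 50 or more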;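 note: per-cell ratio of nuclear to cytoplasmic median beta-catenin stain intensity; plate controls were DMSO negative control for no effect and GSK-3 inhibitor IX positive control for full effect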
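System: HeLa cells, endogenous beta-catenin; compound dosing: 5 µM primary single dose, 0.1% DMSO, 0.02–20 µM confirmation series; incubation: 24 h compound exposure at 37°C, 5% CO2; signal: beta-catenin immunofluorescence imaging with DAPI; evaluation: % activation, nuclear-to-cytoplasmic median beta-catenin signal ratio per cell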
CSM14.1 death rescue = protection against thapsigargin-triggered cell killing – 384-well, CSM14.1, ATP luminescence, primary screen (AID 1222). CSM14.1 thapsigargin-induced death rescue, ATP luminescence; higher % means a stronger effect. cellular ATP content (survival), % at 20 µM, or EC50 in µM where a hit was titrated. 190,000 tested, under 10 active;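 active = EC50 below 50 µM in the dose-response confirmation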;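 note: death triggered by thapsigargin at about 15 µM added after 2 h compound pretreatment; cell ATP read after overnight thapsigargin exposure of roughly 18 to 22 hours; normalized against plate controls of thapsigargin alone and 5% DMSO vehicle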
MT stabilize HCS = stabilizes microtubules in HeLa cells | HeLa tubulin immunostaining HCS, 24 h; share of cells brighter than vehicle mean+2SD | % tubulin-high responders, % at 10 µM | actives 0.83% (n = 200,000);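 active = plate Z-score above 3 for both tubulin-high and condensed-nucleus cell shares, with cell loss under 80%, at 10 µM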;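 note: anti alpha tubulin signal scored within the nucleus-defined area of each cell; some results filed as inactive read as strong as hits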
T cell HTS = modulates CD8 T cell binding to vesicles; 2C CD8+ T cell-vesicle binding, flow cytometry; stronger effect = lower value; calls only at 7 µM; actives 0.068% (n = 330,000);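 active = response, share of CD8 T cells binding vesicles, and their 90th percentile fluorescence all below set limits, cut at about 80% in these data, passing the limit was not always enough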
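Assay system: 2C TCR transgenic mouse naive CD8+ T cells, MACS-purified | Read-out: CD8+ gate FL2 mean fluorescence as % of same-row positive control | Signal: High-throughput flow cytometry with anti-B7-1 and anti-CD8 staining | Timing: Binding step 1.5 h, 37 °C, antibody labelling 20 min, ice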
Dynein cargo inh = blocks dynein driven cargo transport along microtubules. 3617.4 mouse cells, GR-EGFP nuclear translocation imaging; test concentration mostly 20 µM; stimulated with dexamethasone, 1 µM; stronger effect = lower value. z-score, hits read low. actives 0.47% (n = 220,000). AID 1381;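 active = plate z-score of nuclear minus cytoplasmic receptor signal below a set negative limit, without overly bright fluorescence or cell loss, cut at about -3.5 in these data, passing the limit was not always enough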;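 note: z-score of nuclear minus cytoplasmic ring GR-EGFP intensity difference per well; some compounds called inactive have numbers as strong as hits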
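Buffer or medium: tetracycline-free induction medium containing charcoal-stripped FBS / Reagent: dexamethasone agonist, 1.0 µM final, for 30 min / Technique: automated 10x imaging of fixed Hoechst-stained cells / Times: induction 48 h, compound 1 h, agonist 30 min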
Dynein cargo inh cytoplasmic EGFP = further read-out of Dynein cargo inh, marked with its call; z-score; measured here: cytoplasmic GR-EGFP intensity; stronger effect = higher value
Dynein cargo inh nuclear GR-EGFP = further read-out of Dynein cargo inh, marked with its call; z-score; measured here: nuclear GR-EGFP intensity;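 lower value marks the stronger effect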
Dynein cargo inh cell count = further read-out of Dynein cargo inh, marked with its call; z-score; measured here: cell count per field
Ins promoter up cell count = second read-out of Ins promoter up, no call of its own (marks repeat the call); cell count; measured here: cytotoxicity, nuclei count;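 total cells summed across four imaged fields per well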
Hep lipid drop cells 6.5 µM = further read-out of Hep lipid drop, marked with its call; cell count; measured here: cell count, cytotoxicity flag;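 cells counted across two imaged fields per well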
b-catenin transl cell count 5 µM = also measured in b-catenin transl; calls as there; cell count; measured here: cell count, cytotoxicity flag
T cell HTS vesicle-bound % = second read-out of T cell HTS, no call of its own (marks repeat the call); double positive events, %; measured here: CD8+ vesicle-bound cell fraction;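 binding gate set so that unloaded-vesicle control wells show 10% double positive cells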
MT stabilize HCS Hoechst-high % = also measured in MT stabilize HCS; calls as there; % Hoechst-high responders; measured here: nuclear condensation Hoechst responders;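 share of cells brighter than vehicle mean plus two SD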
MT stabilize HCS cytotoxicity % = second read-out of MT stabilize HCS, no call of its own (marks repeat the call); toxicity, %; measured here: cytotoxicity by cell density;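 0% = mean cell density of plate MIN control wells and 100% = no cells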
Autophagy mod cell loss 18 h = second read-out of Autophagy mod, no call of its own (marks repeat the call); toxicity, %; measured here: cell loss, nuclei count;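 cell loss after 18 h compound exposure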
* = called active by the depositor; i = inactive; · = not tested or not shown.

#	SMILES	Autophagy mod	Autophagy mod cell loss 18 h	Ins promoter up	Ins promoter up cell count	PhoP inhibition	Hep lipid drop	Hep lipid drop cells 6.5 µM	b-catenin transl	b-catenin transl cell count 5 µM	CSM14.1 death rescue	MT stabilize HCS	MT stabilize HCS Hoechst-high %	MT stabilize HCS cytotoxicity %	T cell HTS	T cell HTS vesicle-bound %	Dynein cargo inh	Dynein cargo inh cytoplasmic EGFP	Dynein cargo inh nuclear GR-EGFP	Dynein cargo inh cell count
1	CC(=O)OCCNc1cc(SC(C)C)c2nonc2c1[N+](=O)[O-]	i	12	-0.52	1192	3%	-10	694	-1.7	1047	·	2.2	2.4	0.1	i	38	-1.2	-0.14	-0.74	0.84
2	O=C(CNC(=S)N(CCCN1CCOCC1)Cc1cccs1)NC1CCCCC1	i	9	-1.2	1246	-4%	3	692	-4.6	1130	-0.2%	5.1	2.7	9.5	i	43	0.034	-0.31	0.32	0.36
3	NC1=NC(=O)C2(COC(c3ccncc3)OC2)S1 (stereo unspecified)	i	9	0.62	1289	-6%	23	712	-0.6	1083	0.8%	5.4	2.0	6.4	i	59	1	-0.17	0.7	-0.63
4	CCCc1cc(C(=O)OC)c(NC(=O)CCCC(=O)O)s1	i	-5	-0.61	1428	2%	4	786	-0.1	1440	1.1%	2.6	0.8	7.8	i	31	1.4	-0.1	0.36	-0.98
5	Cc1sc(NC(=O)Cn2cnnn2)nc1-c1ccc(Cl)cc1	i	0	1.2	1046	5%	4	716	-2.4	995	·	3.0	2.5	17	i	42	-0.44	-0.21	-0.27	0.31
6	CCCCCCOC(=O)c1ccc(N)cc1	·	·	0.3	1129	-8%	0	711	-1.0	1346	·	·	·	·	i	37	-0.11	0.011	0.53	-1
7	Cc1nc(-c2cccnc2)sc1C(=O)Nc1ccc(F)cc1F	i	-3	·	·	1%	·	·	·	·	1.6%	2.7	2.0	9.1	i	30	0.54	-0.25	-0.55	0.73
8	O=C(CSc1nc2cc(Cl)ccc2s1)NCc1ccc2c(c1)OCO2	i	-7	0.12	1168	-8%	6	668	·	·	-3.4%	2.5	1.8	4.3	i	28	1.6	-0.17	1.7	-2.1
9	Cc1ccc(S(=O)(=O)N2CCCN(c3nc4cc(C)ccc4cc3C#N)CC2)cc1	i	3	-1.1	816	3%	-44	680	-1.1	1100	-2.7%	3.8	1.6	3.0	i	38	0.09	-0.042	-0.29	0.45
10	Cc1ccc(OCc2ccc(C(=O)O)o2)c([N+](=O)[O-])c1	i	0	0.19	1440	-13%	0	705	-2.1	1093	-3.0%	5.1	3.6	7.4	i	27	-0.55	-0.25	0.0073	1.1
11	COc1cccc(CN2CCNC(=O)C2CC(=O)NC2Cc3ccccc3C2)c1 (stereo unspecified)	i	15	0.03	1521	2%	9	681	1.1	1469	-1.1%	1.9	1.9	0.4	i	63	-0.89	-0.27	-0.08	0.75
12	Cc1c(C(=O)NCc2ccc3c(c2)OCO3)oc2ccc(Br)cc12	i	20	-0.55	1064	7%	2	753	-3.7	1222	-0.6%	2.0	1.1	7.2	i	45	-0.38	-0.13	0.076	0.61
13	N#Cc1cc(-c2ccccc2)[nH]c1-c1nccc2ccccc12	·	·	-0.73	964	-5%	8	686	1.2	1265	·	·	·	·	i	66	0.2	-0.21	-0.033	0.36
14	CC(C)(C)c1ccc(OCCOc2ccc(C(C)(C)C)cc2NC=O)c(NC=O)c1	·	·	-0.4	1252	-2%	0	744	0.6	1206	·	·	·	·	i	33	0.53	-0.24	0.011	0.11
15	O=C(COc1ccccc1-c1ccccc1)Nc1ccc(S(=O)(=O)NCc2ccco2)cc1	i	-1	0.08	943	6%	15	802	·	·	-0.1%	2.3	1.5	4.0	i	35	-0.043	-0.29	0.03	0.32
16	C#CCSc1nnc(-c2ccc(OC)cc2)o1	i	20	0.24	967	8%	15	714	·	·	-1.6%	1.0	1.7	5.6	i	59	-0.66	-0.19	-0.11	0.57
17	Cc1c(C(=O)O)nnn1-c1nonc1N	i	6	0.15	1223	7%	29	676	0.9	1161	-0.7%	2.6	2.6	11	i	44	-0.2	-0.39	-0.17	1.5
18	COc1ccc(-c2csc(-c3cc4ccccc4oc3=N)n2)cc1	i	-7	-0.22	1456	-8%	-2	317	-3.2	1151	-0.4%	1.4	3.2	8.9	i	39	-0.055	0.0034	0.3	-1.1
19	COc1ccc(C(=O)N2CCC(C(=O)c3c(C)cc(C)cc3C)CC2)cc1	·	·	-0.81	1344	-4%	-1	703	-3.5	1200	·	·	·	·	i	15	-0.71	-0.19	-0.45	0.66
20	COc1ccc(OC(C)C(=O)N2CCC(C)CC2)cc1 (stereo unspecified)	i	-3	-0.65	851	-9%	0	742	·	·	-0.1%	1.7	1.7	7.7	i	30	-0.37	0.15	0.038	0.62
21	CCNC(=S)N/N=C/c1cccc(C)c1	i	12	0.14	1237	-1%	30	708	-1.0	928	13%	2.9	2.2	9.9	i	29	-0.027	-0.24	0.12	-0.028
22	Cc1ccc(-c2c3c(=O)n(C)c(=O)n(C)c3cn2CCCN2CCOCC2)cc1	i	-4	-1.9	1330	7%	16	687	·	·	-1.2%	2.7	1.9	1.0	i	43	-0.94	-0.22	0.034	0.13
23	CC1CCC(C(C)C)C(OC(=O)CSc2nc(N)cc(=O)[nH]2)C1 (stereo unspecified)	i	1	-1	1482	6%	·	·	-1.3	1392	-0.4%	3.1	1.3	5.8	i	48	0.72	-0.073	-0.17	-1.5
24	O=C(NCc1cccs1)c1cc2c(s1)CS(=O)(=O)C2	i	0	0.37	1282	3%	9	815	1.8	1194	0.7%	3.1	0.3	7.6	i	44	-0.48	-0.25	0.025	0.14
25	O=C1CC(C(=O)Nc2ccccc2C(=O)O)C(c2ccccc2)O1 (stereo unspecified)	i	15	-0.06	1849	9%	-23	670	-0.6	1038	-2.9%	4.5	1.7	8.4	i	44	-0.4	-0.068	0.15	1.2
26	O=C(Cn1nnc2ccccc21)OCC(=O)c1ccc(F)cc1	·	·	0.39	1444	-7%	5	692	-2.4	1151	·	·	·	·	i	55	-0.35	-0.27	-0.25	0.69
27	CCC(C)NC(=O)c1ccccc1NC(=O)c1ccccc1N(C)S(C)(=O)=O (stereo unspecified)	i	-8	·	·	5%	-1	749	-0.4	1194	-0.9%	3.8	2.1	5.8	i	38	-0.037	-0.2	-0.078	0.46
28	Cc1ccc(-n2c(-c3ccncc3)nnc2-c2cccs2)cc1	i	8	·	·	·	·	·	·	·	·	1.9	0.1	27	i	49	2.2	-0.22	1.3	-0.21
29	O=c1cc(CO)oc(C(Nc2cccc([N+](=O)[O-])c2)c2ccccn2)c1O (stereo unspecified)	i	-3	0.28	1391	11%	-2	763	-1.6	546	3.1%	3.5	1.5	7.2	i	51	-0.98	-0.18	0.15	0.59
30	C=CC[N+]1(CC(=O)NCc2ccc(NC(C)=O)cc2)CCOCC1	·	·	0.74	999	-4%	-5	697	-0.4	1324	·	·	·	·	i	44	0.44	-0.23	0.86	-0.9
31	O=C(N/N=C/C(Br)=C/c1ccccc1)c1cc(-c2ccco2)[nH]n1	i	-7	-0.27	1465	0%	0	701	2.2	1465	-0.2%	19	10	56	i	46	-0.93	-0.22	-0.89	0.78
32	COc1ccc(-c2nn(-c3ccccc3)cc2C(=O)Nc2nc(CC(C)=O)ns2)cc1	i	-4	1.5	1489	-8%	·	·	-2.1	773	-0.9%	2.1	1.6	9.4	i	32	-0.44	-0.22	-0.052	0.47
33	Cc1ccc(OCCN2CCN(C)CC2)c([N+](=O)[O-])c1	i	-5	0.29	1331	-5%	-16	659	-1.0	983	-1.5%	2.4	2.3	6.1	i	32	-0.066	-0.17	0.12	0.31
34	O=C(CC1SC(=Nc2cccc3ccccc23)N(Cc2ccccn2)C1=O)Nc1ccccc1Br (stereo unspecified)	i	-7	-0.19	1351	11%	38	715	·	·	-0.2%	4.9	2.5	3.3	i	50	1.9	-0.21	1.1	-1.7
35	O=C(CCC(=O)N(c1ccccc1)C(C(=O)NC1CCCC1)c1ccncc1)Nc1cccnc1 (stereo unspecified)	i	-2	·	·	8%	4	658	-1.2	1055	-0.5%	4.3	2.5	5.6	i	22	-0.32	-0.24	-0.36	1.4
36	COc1ccc(C2(O)CCN(CCCCOc3ccccc3)CC2)cc1	i	-6	1.6	671	15%	1	760	-0.4	1028	3.2%	7.9	4.3	5.7	i	4	-0.63	-0.21	-0.049	0.44

Random draw from the library. Share with any hit: about 3%.
